Assay outcomes as filed in PubChem.
MT1-MMP act inh – MT1-MMP (human) activation inhibition; P50281; HT1080 RFP-PRO-GFP cells, GFP/RFP ratio fluorescence, overnight; percent of plate control window, DMSO zero; GFP/RFP ratio change, % at 20 µM; actives 0.061% (n = 360,000);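 active means GFP/RFP ratio change of at least 30% with cell ATP level not reduced by more than half and red fluorescence within 50% of control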; further: strong numbers were not always called active
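Assay system: HT1080 RFP-PRO-GFP cells | Dosing: 20 µM single dose, 1% DMSO | Incubation: Cells overnight before dosing, compound overnight, 37 °C, 5% CO2 | Evaluation: GFP/RFP fluorescence ratio | Control set: DMSO-only wells and HT1080 RFP-L50D-GFP cell wells as references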
Rin1 Abl inh – blocks binding of human Rin1 to Abl; P00519+Q13671; TR-FRET Rin1/Abl binding, biochemical; inhibition, % at 7.35 µM; actives 0.4% (n = 360,000); AID 588664; in the data active means inhibition above about 5%, passing the limit was not always enough
FAS-TE inh – FAS thioesterase (human) inhibition; actives 0.67% (n = 360,000); recombinant FAS-TE, OMFH fluorogenic substrate, fluorescence endpoint; inhibition, % at 15 µM; AID 602261; P49327;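 active means compounds whose normalised, plate-corrected inhibition of enzyme fluorescence in the single-dose primary screen is 50% or more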;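 further: 0% = DMSO with enzyme and 100% = substrate without enzyme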
MLLE-PAM2 inh – blocks PAM2 peptide binding to the PABP1 MLLE domain; AID 588489; P11940; inhibition, % at 20 µM; GST-MLLE / FITC-PAM2 fluorescence polarization; actives 0.36% (n = 360,000); in the data active means inhibition above about 35%, passing the limit was not always enough;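 further: plate controls were DMSO wells with GST-MLLE for no effect and wells lacking GST-MLLE protein for full effect; some results filed as inactive read as strong as hits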
Neddyl block – cullin neddylation inhibition | P61081+Q13564 | TR-FRET cullin neddylation, biochemical | calls only at 25 µM | actives 0.58% (n = 360,000) | AID 651699; in the data active means inhibition above about 36%
bovine MsrA act – activators of bovine methionine sulfoxide reductase A; purified bovine MsrA, absorbance read-out; activation, % at 10.6 µM; actives 0.3% (n = 360,000); in the data active means activation above about 7.5%;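 further: 0% = vehicle and 100% = reference activator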
E coli Lon inh – E. coli protease La inhibition; inhibition, % at 7.94 µM; purified E. coli Lon protease, fluorescence polarization; P0A9M0; actives 0.42% (n = 360,000); in the data active means inhibition above about 13%, passing the limit was not always enough;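 further: 0% = enzyme with probe and DMSO and 100% = no enzyme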
SKN-1 inh – blocks SKN-1 activity in C. elegans | actives 0.49% (n = 360,000) | C. elegans VP596 Pgst-4::GFP/RFP ratio, acrylamide-induced, 24 h | inhibition, % at 21.8 µM;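 active means interference check ratio from 0.5 to 1.5 plus GFP to RFP signal ratio inhibition reaching or exceeding a fixed threshold, cut at about 30% in these data, passing the limit was not always enough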; further: some compounds called inactive have numbers as strong as hits
CendR NRP1 mod – alters CendR peptide binding to human NRP-1. FAM-RPARPAR peptide binding to NRP-1, fluorescence polarization. actives 0.85% (n = 360,000). inhibition, % at 25 µM. O14786;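 active means inhibition or corrected inhibition above about 18%, plus a signal ratio from 0.5 to 1.5, limit read from the data, passing the limit was not always enough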; further: strong numbers were not always called active
Target sequence (O14786 whole entry, looked up): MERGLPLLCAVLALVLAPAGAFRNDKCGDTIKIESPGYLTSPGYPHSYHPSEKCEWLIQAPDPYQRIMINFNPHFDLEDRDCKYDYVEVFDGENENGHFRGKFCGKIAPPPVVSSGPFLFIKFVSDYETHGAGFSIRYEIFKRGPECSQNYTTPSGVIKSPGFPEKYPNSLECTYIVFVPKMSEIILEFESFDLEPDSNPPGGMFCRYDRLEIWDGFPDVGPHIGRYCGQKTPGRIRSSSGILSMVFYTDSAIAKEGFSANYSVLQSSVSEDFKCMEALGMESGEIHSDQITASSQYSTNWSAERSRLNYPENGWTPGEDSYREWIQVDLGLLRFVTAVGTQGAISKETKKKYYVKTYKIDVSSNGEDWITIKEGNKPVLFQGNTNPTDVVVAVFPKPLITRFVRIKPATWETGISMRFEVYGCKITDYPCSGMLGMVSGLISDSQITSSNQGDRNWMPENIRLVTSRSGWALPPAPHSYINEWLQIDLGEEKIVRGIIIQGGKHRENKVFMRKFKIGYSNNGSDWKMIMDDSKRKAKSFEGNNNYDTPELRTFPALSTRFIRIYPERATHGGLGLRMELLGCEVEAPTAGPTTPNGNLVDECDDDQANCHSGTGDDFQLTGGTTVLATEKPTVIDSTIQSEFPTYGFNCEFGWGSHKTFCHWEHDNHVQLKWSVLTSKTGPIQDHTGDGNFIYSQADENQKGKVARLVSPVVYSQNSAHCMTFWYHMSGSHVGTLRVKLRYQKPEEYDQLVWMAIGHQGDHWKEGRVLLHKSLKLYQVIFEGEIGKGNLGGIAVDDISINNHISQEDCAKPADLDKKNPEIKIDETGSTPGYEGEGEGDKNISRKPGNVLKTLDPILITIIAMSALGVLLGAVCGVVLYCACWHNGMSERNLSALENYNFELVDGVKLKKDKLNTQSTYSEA
* = called active by the depositor; i = inactive; · = not tested or not shown; + = active, no number.

Values run as follows: MT1-MMP act inh | Rin1 Abl inh | FAS-TE inh | MLLE-PAM2 inh | Neddyl block | bovine MsrA act | E coli Lon inh | SKN-1 inh | CendR NRP1 mod
> CS(=O)(=O)N(CC(N)=O)c1cccc(Br)c1
    5 | 1 | -5 | 0 | i | 3 | -3 | -6 | -4
> COc1ccccc1CCC(=O)N(C)C1CCCN(Cc2ccccc2F)C1 (stereo not drawn)
    -5 | 1 | -1 | -8 | i | -6 | 6 | -10 | -2
> CC(=O)ON1C(C)(C)Cc2noc(N)c2C1(C)C
    5 | 1 | -10 | -19 | i | 4 | 4 | -33 | -2
> CCc1ccccc1NC(=S)N(CCN(C)C)C(C)c1ccccn1 (stereo not drawn)
    4 | -3 | -9 | -9 | i | -4 | -3 | -12 | 3
> CCCCNC(=O)NS(=O)(=O)c1ccc(C)cc1
    1 | -2 | -8 | -2 | i | 1 | 1 | 1 | -2
> Cc1cc(C)nc(NS(=O)(=O)c2ccc(NC(=O)c3cc4c(=O)n5cccc(C)c5nc4n3C)cc2)n1
    -3 | -4 | -16 | 15 | · | 0 | 5 | 4 | -17
> COC(=O)c1ccccc1NC(=O)C(C)n1nc(C)c2c(C)n(-c3ccccc3)nc2c1=O (stereo not drawn)
    -5 | 3 | 7 | -6 | i | -7 | -6 | 5 | -15
> CC(=O)C1=C(O)CC(C)(C)CC1=NCCc1nc2ccccc2[nH]1
    2 | -4 | 0 | -1 | i | -8 | -2 | -5 | -3
> O=C(Nc1ccc2oc(-c3cccnc3)nc2c1)c1ccc(Br)o1
    0 | 1 | -11 | 2 | i | 0 | -4 | 35* | 2
> C=CCOc1ccc2nnc(C)n2n1
    -1 | -1 | -11 | -1 | i | -10 | 7 | 0 | 4
> CCCN1CCN(C(=O)CCNC(=O)Cn2cnc3ccccc3c2=O)CC1
    -5 | -1 | -8 | -9 | i | -1 | -7 | 4 | 8
> CCOC(=O)c1cnn(-c2nc(-c3ccccc3)nc3c2COC(C)(C)C3)c1N
    1 | -3 | 24 | -8 | i | -1 | 1 | 5 | 5
> COc1ccc(CNC(=O)COC(=O)c2ccc(C)c(S(=O)(=O)N3CCOCC3)c2)cc1
    1 | 1 | -4 | 5 | i | 0 | 5 | 5 | 11
> COCCCN1C(=O)c2ccc(C(=O)Nc3ccc(OC)cc3OC)cc2C1=O
    0 | -2 | -5 | -7 | i | -4 | -10 | 12 | 8
> COc1cc(CC(=O)Nc2nc(C)cs2)cc(OC)c1OC
    0 | 4 | -1 | -1 | i | -4 | -3 | 4 | 5
> O=C(CCc1c[nH]c2ccccc12)NCc1ccncc1
    0 | -1 | -2 | -3 | i | 0 | 4 | 12 | -5
> O=C(CCCn1c(SCC(=O)c2ccc(F)cc2)nc2ccccc2c1=O)NCc1ccccc1
    5 | -6 | 1 | 0 | i | -2 | -7 | -8 | 4
> CCN(Cc1cc2ccccc2[nH]c1=O)S(=O)(=O)c1ccccc1
    5 | 2 | 2 | -1 | i | 0 | -3 | -10 | 19
> COC(CN(C)C(=O)C1CCC(CNS(=O)(=O)c2ccc(C)cc2)CC1)OC (stereo not drawn)
    2 | 0 | -6 | 3 | i | -2 | -9 | -15 | 6
> CCCCC[C@@H]1[C@@H]2C(=C(OCC)C[C@@H]3C(=O)N(c4ccccc4)C(=O)[C@H]23)[C@H](c2ccccc2)N1S(=O)(=O)c1ccc(C)cc1
    4 | 1 | 27 | -10 | i | -8 | 7 | 1 | 0
> CC(=O)Oc1ccc2c(c1)Oc1cc(OC(C)=O)ccc1C21OC(=O)c2ccccc21
    -8 | -26 | -162 | i | i | -2 | · | 52 | 132
> O=C(NN1C(=O)C2C3C=CC(C4CC34)C2C1=O)c1cccc(Cl)c1 (stereo not drawn)
    2 | -2 | -10 | -1 | i | -4 | 3 | 13 | -8
> CSc1cccc(NS(=O)(=O)c2ccc3c(c2)CCN3C(C)=O)c1
    -6 | 1 | 9 | 14 | i | -1 | 2 | 1 | 4
> CC1(C)CC(N2CCCC2)=CC(=[N+]2CCCCCC2)C1
    0 | -2 | -5 | -125 | i | -10 | -4 | -5 | 16
> CNC(=S)Nc1ccc2nc(C)oc2c1
    0 | 3 | -3 | 17 | i | -11 | -8 | -11 | -1
> CCSC1=N/C(=C\c2ccccc2)C(=O)N1c1ccc(OC)cc1
    1 | 0 | 11 | 7 | · | -5 | -9 | 0 | -11
> COc1cc(C(=O)c2nccc3cc(OC)c(OC)cc23)c([N+](=O)[O-])cc1OC
    10 | 2 | 18 | 7 | i | 3 | -16 | -6 | 1
> CCOc1ccc(-n2c(N)c(-c3nc4ccccc4n3C)c3nc4ccccc4nc32)cc1
    1 | 1 | -3 | -8 | · | 0 | -2 | 7 | -25
> CCOc1cc(N2CCOCC2)c(OCC)cc1NC(=O)COC(=O)CCOc1cc(C)ccc1C
    0 | 2 | 11 | -9 | i | -2 | 7 | -1 | 14
> Cc1[nH]ccc(=O)c1OC1OC(CO)C(O)C(O)C1O (stereo not drawn)
    -1 | 1 | -5 | 4 | i | -3 | -4 | 0 | 5

Additional structures.
Values run as follows: MT1-MMP act inh | Rin1 Abl inh | FAS-TE inh | MLLE-PAM2 inh | Neddyl block | bovine MsrA act | E coli Lon inh | SKN-1 inh | CendR NRP1 mod
> O=C(Nc1ccccc1)[C@@H]1[C@@H]2C(=O)N(c3ccc(F)cc3)C(=O)[C@@H]2[C@H]2C=CC=NN21
    -1 | 1 | 2 | 12 | i | -1 | -3 | 15 | 0
> Cc1nc(NC(=O)c2ccccc2)sc1-c1csc(NCc2ccco2)n1
    -22 | -2 | 4 | -51 | i | -5 | -22 | 14 | -66
> CC(C)C[C@H]1CN(CCCC[C@@H]2CNC(=O)C(=O)N2CCc2ccccc2)C(=O)C(=O)N1CCC1CCCCC1
    1 | · | 4 | · | i | -8 | 6 | -2 | -10
> COc1ccccc1OCc1ccc(C(=O)OCC2CCCO2)o1 (stereo not drawn)
    4 | -5 | -6 | -2 | i | -2 | -3 | -2 | 11
> COc1ccc(OC)c(-n2c(=S)[nH]c3c(sc(=S)n3-c3ccccc3C)c2=O)c1
    -3 | 0 | 11 | 39 | i | -1 | 1 | 2 | 2
> COc1ccc(/C=C(\NC(=O)c2ccccc2)C(=O)NCCN2CCOCC2)cc1OC
    2 | 2 | -2 | 9 | i | -3 | 3 | -2 | -4
> CCn1cc(C(=O)N2CCN(c3ccccc3F)CC2)c(=O)c2ccc(C)nc21
    3 | -2 | -3 | 4 | i | -3 | -4 | -2 | 9
> CN1CC(=O)N(CC(=O)Nc2ccc3c(c2)CCC3)C1=O
    -3 | 0 | -3 | -1 | i | -2 | -7 | -7 | -24
> O=C(Nc1ccncc1)C1CC(=O)N(c2ccc(F)cc2)C1 (stereo not drawn)
    -3 | 0 | -6 | -6 | i | -2 | -12 | 4 | 2
> C=CCNc1nc(C(=O)OCC(=O)c2ccc(Cl)cc2)cs1
    -1 | 2 | 1 | 16 | i | -2 | -5 | -7 | -11
> Cc1ccc(N2C(=O)NC(NC(=O)c3ccc(Cl)cc3)(C(F)(F)F)C2=O)cc1 (stereo not drawn)
    1 | 2 | 7 | 1 | i | -1 | 9 | 3 | -15
> O=C(N1CCCCC1)N1CCN(c2ccc(Cl)cc2)CC1
    -6 | -2 | -1 | 0 | i | -2 | 6 | -8 | 8
> CCCCSC(=S)NC1CCS(=O)(=O)C1 (stereo not drawn)
    0 | -1 | -8 | 11 | i | -2 | -6 | -5 | 25*
> O=C1C(=C(O)c2ccccc2)C(=O)c2ccccc21
    -138 | 13* | -7 | 16 | i | -6 | 5 | -2 | 16
> O=C(OCc1ccc([N+](=O)[O-])cc1Cl)c1cnccn1
    -2 | 0 | 5 | 15 | i | -5 | 1 | 2 | 5
> CC(C)[C@@H]1Cc2[nH]c(=O)[nH]c(=O)c2[C@H](C)O1
    2 | · | -10 | · | i | -1 | 6 | 13 | 6
> COc1cc(S(=O)(=O)NCc2ccc3c(c2)OCO3)ccc1Cl
    2 | 4 | 7 | -1 | i | -3 | -2 | 3 | -4
> CC12CC3CC(C)(C1)CC(C(=O)NC(=S)N1CCOCC1)(C3)C2
    0 | -3 | 0 | -15 | i | -4 | 6 | 6 | -10
> CC(=O)c1ccc(S(=O)(=O)NCC(=O)Nc2nc3ccccc3[nH]2)cc1
    -4 | 3 | -7 | 16 | i | -1 | -15 | 13 | -1
> CC(C)C(O)(C(=O)NNc1ccccc1)C(C)C
    0 | -2 | -8 | 13 | i | -3 | -5 | -9 | -9
> COc1ccc(/C=C/c2ccccc2)cc1[C@H]1[C@H]2C=CC[C@@H](C)[C@@H]2C(=O)N1Cc1ccccc1
    -6 | -2 | 30 | -10 | + | -2 | -8 | 5 | -3
> Cc1nc(NC(=O)c2cccc(Cl)c2)sc1C(=O)N1CCCCC1
    1 | 1 | 1 | 9 | i | -3 | 5 | 12 | 0
> CCC(=O)Nc1nc(N)n(-c2ccccc2)n1
    2 | 3 | -5 | -2 | i | -4 | -9 | 12 | 6
> Cn1ccnc1SCC(=O)NC1(C#N)CCCCC1
    0 | -1 | -4 | 4 | i | 0 | -11 | 12 | -2
> Cc1ccc(S(=O)(=O)NCCC(=O)NC2CCN(Cc3ccccc3)CC2)cc1
    6 | -7 | -9 | -4 | i | -2 | 13 | 10 | 10
> CCOC(=O)N/N=C/c1c(F)cccc1F
    4 | 0 | -9 | 0 | i | -4 | -4 | 9 | 0
> Cc1ccc(C)[n+](CC(=O)N2CCCCC2)c1
    -2 | 3 | -8 | 2 | i | -13 | -2 | 7 | -6
> Cc1ccc(NC(=O)Cn2c(=O)oc3ccccc32)cc1C
    2 | -1 | 0 | -2 | i | -2 | 3 | -20 | -2
> COCC(=O)Nc1ccc(Br)c(C)c1
    2 | 3 | -4 | -17 | i | 5 | -4 | 4 | -6
> COc1ccc(C(CNC(=O)COc2ccc([N+](=O)[O-])cc2)N2CCCCC2)cc1 (stereo not drawn)
    -1 | -5 | 2 | 6 | i | -1 | -4 | 3 | 4

Next part:
Values run as follows: MT1-MMP act inh | Rin1 Abl inh | FAS-TE inh | MLLE-PAM2 inh | Neddyl block | bovine MsrA act | E coli Lon inh | SKN-1 inh | CendR NRP1 mod
> COc1cc(NC(=O)COc2ccccc2)c(OC)cc1NC(C)=O
    2 | 2 | -1 | -6 | i | -7 | 0 | -8 | 0
> COc1ccc(C)cc1NC(=O)C1CCN(S(=O)(=O)c2cccs2)CC1
    -5 | 2 | -2 | -8 | i | -5 | -10 | -5 | -5
> CCCOc1cccc(C(=O)Nc2cccc(NC(=O)c3ccco3)c2)c1
    9 | -3 | 16 | -19 | i | 1 | 9 | 8 | 0
> CCNC(=O)NC(=O)CSc1nc2ccccc2n1CCOC
    -4 | -4 | -10 | -9 | i | -5 | 4 | 3 | -10
> Cc1cccc(OCC(=O)N2CCc3ccccc3C2)c1
    4 | 0 | 2 | -3 | i | 1 | -2 | 0 | -2
> O=C(COc1ccc(Cl)cc1Cl)NCC(=O)N/N=C/c1c[nH]c2ccccc12
    2 | 1 | -5 | 10 | i | -4 | -2 | -16 | -12
> CCOC(=O)N1CCN(C(=O)c2oc3ccc(S(=O)(=O)N4CCCCCC4)cc3c2C)CC1
    -1 | -4 | 6 | 2 | i | 0 | -2 | -2 | 1

Some of these compounds in order of length of the SMILES, smallest number first.
Values run as follows: MT1-MMP act inh | Rin1 Abl inh | FAS-TE inh | MLLE-PAM2 inh | Neddyl block | bovine MsrA act | E coli Lon inh | SKN-1 inh | CendR NRP1 mod
> CCCOc1cccc(C(=O)Nc2cccc(NC(=O)c3ccco3)c2)c1
    9 | -3 | 16 | -19 | i | 1 | 9 | 8 | 0
> O=C(COc1ccc(Cl)cc1Cl)NCC(=O)N/N=C/c1c[nH]c2ccccc12
    2 | 1 | -5 | 10 | i | -4 | -2 | -16 | -12
> CCOC(=O)N1CCN(C(=O)c2oc3ccc(S(=O)(=O)N4CCCCCC4)cc3c2C)CC1
    -1 | -4 | 6 | 2 | i | 0 | -2 | -2 | 1
